# Pin1 inh – inhibitors of human Pin1. Pin1 FP peptide displacement, HiFluor488, 10 min. Q13526. 390,000 tested, 0.009% active. AID 504891. Potency, µM (doses to about 115 µM), without a hit: at the highest dose activity, negative = inhibition, usual class: inhibitors; active = well fitted inhibition curve with a large enough effect in the polarisation, with a control signal flat, not every such curve was filed as active; inconclusive = small, poorly fitted or top-dose-only effect, or effect the other way, or a change in a side signal; inactive = no such curve, though single readings can be large or run the other way; the % refers to the polarisation; note: potency is the fitted concentration of half-maximal effect; % is set by controls: 0 for no effect and ±100 for the full control effect
# BAZ2B block – BAZ2B (human) inhibition; Q9UIF8; AlphaScreen BAZ2B-H3K14Ac peptide displacement; Potency, µM (series often up to 114 µM), for the others: at the top dose activity change, negative = inhibition, actives largely listed as inhibitors; 360,000 tested, 4.4% active; note: potency is the fitted concentration of half-maximal effect; % is set by controls: 0 for no effect and ±100 for the full control effect; nearly all actives have a fitted effect of over 60% in size
#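 Multi-concentration screen (max 110 uM) measuring displacement of acetylated histone H3 peptide from BAZ2B by AlphaScreen, using 50 nM protein, 50 nM peptide and 10 ug/mL streptavidin donor plus Ni-chelate acceptor beads.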
# JMJD2A Tudor inh – blocks the human JMJD2A Tudor domain. O75164. AlphaScreen JMJD2A-Tudor / H3K4me3 peptide binding. Potency, µM (titrated, usually from 114 µM), for inactives: at the highest dose activity change, negative = inhibition, actives largely listed as inhibitors. 390,000 tested, 4.4% active. AID 504339; note: potency is the fitted concentration of half-maximal effect; % is set by controls: 0 for no effect and ±100 for the full control effect; nearly all actives have a fitted effect of over 50% in size
# Pol eta inh – blocks human DNA polymerase eta activity; AID 588591; Q9Y253; 390,000 tested, 1.2% active; recombinant Pol eta, fluorescent DNA replication assay; Potency, µM (doses to about 114 µM), inactives show at the top dose activity change, negative = inhibition, usual class: inhibitors; note: potency is the fitted concentration of half-maximal effect; % is set by controls: 0 for no effect and ±100 for the full control effect
#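 Pol eta (10 nM) was preincubated with compounds for 15 min at room temperature, after which fluorescent replication substrate (50 nM final) was added to start the reaction. Fluorescence was read kinetically at 0 and 10 min.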
# GLS inhibitor – blocks human kidney-isoform glutaminase activity. O94925. GLS enzymatic activity, qHTS titration. Potency, µM (titrated, usually from 45.5 µM), for the others: at the top dose activity change, negative = inhibition, hits mostly inhibitors. 410,000 tested, 0.21% active. AID 624170; note: potency is the fitted concentration of half-maximal effect; % is set by controls: 0 for no effect and ±100 for the full control effect
# Target sequence (O94925 whole entry, looked up, canonical isoform): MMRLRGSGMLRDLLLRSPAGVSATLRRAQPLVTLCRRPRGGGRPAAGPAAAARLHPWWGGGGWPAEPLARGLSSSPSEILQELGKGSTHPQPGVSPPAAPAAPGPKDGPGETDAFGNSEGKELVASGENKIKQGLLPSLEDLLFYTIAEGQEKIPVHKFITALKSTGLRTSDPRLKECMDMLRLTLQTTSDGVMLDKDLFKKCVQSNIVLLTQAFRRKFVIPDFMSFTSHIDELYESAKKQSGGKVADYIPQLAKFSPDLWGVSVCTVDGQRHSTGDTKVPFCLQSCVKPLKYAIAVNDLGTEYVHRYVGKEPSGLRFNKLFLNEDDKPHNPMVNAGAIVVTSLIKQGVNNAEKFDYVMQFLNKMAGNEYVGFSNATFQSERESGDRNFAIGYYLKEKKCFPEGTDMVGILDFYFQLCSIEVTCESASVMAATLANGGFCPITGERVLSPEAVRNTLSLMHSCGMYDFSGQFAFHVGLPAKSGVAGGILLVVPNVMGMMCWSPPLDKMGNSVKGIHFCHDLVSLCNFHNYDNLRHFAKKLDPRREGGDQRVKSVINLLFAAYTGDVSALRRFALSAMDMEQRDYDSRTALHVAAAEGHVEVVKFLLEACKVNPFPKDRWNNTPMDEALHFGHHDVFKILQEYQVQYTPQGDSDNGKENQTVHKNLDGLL
#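 Assay buffer: 45 mM KH2PO4 pH 8.2, 0.02% Tween-20. hKGA acts on L-glutamine (1 mM solution added); product glutamate is reported by an oxidase/peroxidase Amplex Red coupling, with fluorescence taken at baseline and 30 min.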
# G9a inh – G9a (human) methyltransferase inhibition; Q96KQ7; Potency, µM (titrated, usually from 102 µM), for inactives: top-dose activity, negative = inhibition, usual class: inhibitors; AID 504332; 350,000 tested, 8.8% active; G9a H3K9 monomethylation, AlphaScreen, 2 h; note: potency is the fitted concentration of half-maximal effect; % is set by controls: 0 for no effect and ±100 for the full control effect; nearly all actives have a fitted effect of over 75% in size
# Target sequence (Q96KQ7 913-1193 limits assumed): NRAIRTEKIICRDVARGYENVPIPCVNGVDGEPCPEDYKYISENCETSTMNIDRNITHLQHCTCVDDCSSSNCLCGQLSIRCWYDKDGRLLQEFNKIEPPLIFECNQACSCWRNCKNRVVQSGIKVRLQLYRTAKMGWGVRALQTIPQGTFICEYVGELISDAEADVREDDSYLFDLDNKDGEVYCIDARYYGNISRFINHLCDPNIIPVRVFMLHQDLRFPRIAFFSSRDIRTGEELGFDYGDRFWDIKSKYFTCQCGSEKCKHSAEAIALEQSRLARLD
#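 AlphaScreen detection with an anti-monomethyl H3K9 antibody quantified product after a 2 h room-temperature reaction containing 500 nM biotinylated H3K9 peptide, 20 µM SAM and 20 nM enzyme, which had been preincubated 15 min with compound.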
# PI4K2A block – PI4K2A (human) kinase inhibition; Q9BTU6; purified PI4K2A, ADP-Glo luminescence, 1 h; hits give low values; AID 1346378; 420,000 tested, 0.13% active; activity change, negative = inhibition, % at 76.9 µM; in the data active = activity change below about -50%; inconclusive = mostly about -30% to -49%;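 note: -100% = wells without enzyme as full effect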
#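 ADP-Glo luminescence measured ADP generated by PI4K2A enzyme (4 ug/mL before mixing) with 1.2 mM PI substrate (pre-mix) and 300 microM ATP (pre-mix). Tris pH7.5 buffer with MgCl2, Triton X-100; 1 h reaction at ambient temperature.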
# HP1b binding inh – inhibitors of HP1-beta chromodomain binding to methylated histone tails. AlphaScreen HP1-beta / biotin-H3K9me3 peptide binding. Potency, µM (series often up to 114 µM), for the others: top-dose activity change, negative = inhibition, most hits filed as inhibitors. 390,000 tested, 0.56% active; note: potency is the fitted concentration of half-maximal effect; nearly all actives have a fitted effect of over 70% in size; inactives centre near 23
#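 HP1-beta protein (50 nM final) preincubated 30 min at room temperature with biotinylated H3(1-18)K9me3 peptide (50 nM) in PBS pH 7.4, 0.01% Tween-20, then compound added for 30 min. AlphaScreen streptavidin donor/nickel chelate acceptor beads (10 ug/mL final), 30 min dark, luminescence read.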
# PGK inhibitor – T. brucei PGK inhibition. Potency, µM (titrated, usually from 57.5 µM), inactives show at the highest dose activity change, negative = inhibition, usual class: inhibitors. PGK/GAPDH coupled, Kinase-Glo luminescence, 60 min. P07378. AID 602233. 380,000 tested, 0.043% active; note: potency is the fitted concentration of half-maximal effect; % is set by controls: 0 for no effect and ±100 for the full control effect; nearly all actives have a fitted effect of over 60% in size
#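 Recombinant glycosomal PGK reaction used 1,3-bisphosphoglycerate generated in-well by GAPDH (100nM final) in 100mM TEA pH 7.6, 5mM MgCl2, 0.01% Tween-20. After 60 minutes at room temperature, ATP was read by Kinase-Glo Plus luminescence end-point.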
# * = called active by the depositor; i = inactive; ? = inconclusive; nt = not tested or not shown; [ ] = remark or other dose. Unless noted, calls come from the whole dose curve; as a rule, active = well fitted curve in the direction sought with a large enough effect; inconclusive = small, poorly fitted or top-dose-only effect, or another doubt; inactive = no such curve, though single readings can be large; an effect the other way counts as inactive or inconclusive. Only part of the results is shown. The share of hits here may be higher or lower than overall.
SMILES,Pin1 inh,BAZ2B block,JMJD2A Tudor inh,Pol eta inh,GLS inhibitor,G9a inh,PI4K2A block,HP1b binding inh,PGK inhibitor
CCCCOc1c(Cl)cc(C(=O)N(C)CC(=O)Nc2ccc(N3CCOCC3)cc2)cc1OCC,1%,-17%,-26%,-19%,8%,10%,2,19%,i
C/C(NCCN1CCOCC1)=C(\C#N)C(N)=O,-10%,-2%,7%,-10%,-1%,-13%[59 µM],10,34%,i
c1cc2ccc3ccc(CN4CCOCC4)c4ccc(c1)c2c34,-5%,31%,2%,-11%,-4%,2%[59 µM],-1,68%[activator],-3%
COc1ccc(NC(=O)c2ccc(=O)[nH]c2)cc1S(=O)(=O)N1CCOCC1,3%,1%,-13%,-2%,3%,-28%,0,20%,-7%
CCOC(=O)C1(CCCc2ccccc2)CCN(C(=O)CCn2cncn2)CC1,0%,5%,-19%,-4%,-2%,-3%,-5,9%,-9%
COc1ccccc1CNC(=O)C(=O)NCC(c1ccco1)S(=O)(=O)c1ccc(C)cc1 (stereo not given),11%,-9%,-22%,-1%,3%,-6%[59 µM],-2,15%,-4%
COc1ccc(C(CC(=O)Nc2ccccn2)N2Cc3ccccc3C2=O)cc1 (stereo not given),0%,0%,-11%,-17%,-18%,7%,-3,21%,-9%
FC(F)(F)Oc1ccccc1-c1nnc(-c2cccc(C(F)(F)F)c2)o1,3%,42%[activator],65%[activator],-23%,4%,193%[activator],4,47%[activator],2%
c1cc2cc(-c3c(-c4ccc5c(c4)OCO5)noc3-c3ccsc3)ccc2[nH]1,17%,?,-27%,-4%,-1%,nt,-3,15%,-1%
COC(=O)c1ccc(/C=N/NC(=S)NC(C)C)cc1,-4%,0%,-18%[11.4 µM],?,-2%,14%[59 µM],-2,-11%,3%
COc1cc(CC(=O)NCCc2ccc(S(N)(=O)=O)cc2)cc(OC)c1OC,6%,10%,-7%[57.1 µM],-18%,-5%,?,7,45%[activator],2%
Cc1ccc(C(=O)NNC(=O)OC(C)(C)C)c(Cl)c1,-8%,-2%,-5%,-16%,19%,39%[12.7 µM],1,14%,-6%
Fc1ccc2[nH]c3c(Cl)ncnc3c2c1,2%,0%,-10%,-17%,-2%,7%,-6,34%,-12%
CCC1CCCCN1CCCNC(=O)C1CCCN(c2ncnc3c2nc2n3CCCCC2)C1 (stereo not given),-12%,-16%,-18%,-14%,-2%,5%,-1,9%,i
Cc1cnc([N+](=O)[O-])n1CCOC(=O)c1cccc(F)c1,2%,7%,-14%,-4%,-13%,9%,2,43%[activator],0%
COc1ccccc1C(=O)Nc1ccc(NC(=O)C2CCCCC2)nc1,-2%,-11%,-6%,-16%,1%,-9%,0,14%,-2%
CC(=O)Nc1ccc(SCC(=O)Nc2cc(C)on2)cc1,-10%,5%,0%,-21%,-1%,45µM*,-1,46%[activator],2%
N#CCCn1nc(-c2ccccc2)cc1Nc1ccccc1NC(=O)c1cccs1,2%,-1%,-24%,-13%,2%,?,3,17%,-1%
COc1ccc(Cl)cc1N1C(=O)C2CCCN2C1c1sccc1C (stereo not given),-1%,-3%,?,8%,13%,?,4,?,i
Cc1cc(=O)n2nc(N3CCC(C(=O)NCc4cccnc4)CC3)sc2n1,4%,-4%,-16%,-8%,2%,0%[12.7 µM],1,11%,17%
COc1ccc2c(c1)[C@H]1[C@H](CO2)[C@H](c2ccccc2)[C@]2(C)C(=O)Nc3ccc(Cl)cc3C(=O)N12,?,nt,-29%,-12%,-10%,nt,7,19%,-9%
CCOC(=O)c1nn(-c2ccccc2C)c(=O)cc1OCC(=O)N1CCN(c2ccccc2)CC1,-7%,-32%,-26%,-2%,18%,-20%,3,7%,-7%
O=C(CNC(=O)c1ccc(Br)o1)Nc1cccc(S(=O)(=O)N2CCOCC2)c1,-2%,-1%,-23%,-18%,4%,50µM*,3,-3%,-4%
COC(=O)N/N=C/c1cc(OC)c(O)c([N+](=O)[O-])c1,?,-34%,-22%,?,26%,?,-3,-14%,-7%
Cc1ccccc1-c1noc(-c2ccc(N3CCN(c4ccccc4)CC3)c([N+](=O)[O-])c2)n1,12%,2%,-13%,-8%,-6%,-1%[59 µM],-3,27%,i

# Filtered by structure, those above containing fluorine.
SMILES,Pin1 inh,BAZ2B block,JMJD2A Tudor inh,Pol eta inh,GLS inhibitor,G9a inh,PI4K2A block,HP1b binding inh,PGK inhibitor
FC(F)(F)Oc1ccccc1-c1nnc(-c2cccc(C(F)(F)F)c2)o1,3%,42%[activator],65%[activator],-23%,4%,193%[activator],4,47%[activator],2%
Fc1ccc2[nH]c3c(Cl)ncnc3c2c1,2%,0%,-10%,-17%,-2%,7%,-6,34%,-12%
Cc1cnc([N+](=O)[O-])n1CCOC(=O)c1cccc(F)c1,2%,7%,-14%,-4%,-13%,9%,2,43%[activator],0%

# Single records, as listed above. Order of screens: Pin1 inh, BAZ2B block, JMJD2A Tudor inh, Pol eta inh, GLS inhibitor, G9a inh, PI4K2A block, HP1b binding inh, PGK inhibitor
# Listed for `CCOC(=O)c1nn(-c2ccccc2C)c(=O)cc1OCC(=O)N1CCN(c2ccccc2)CC1` : -7%, -32%, -26%, -2%, 18%, -20%, 3, 7%, -7%
# Listed for `Fc1ccc2[nH]c3c(Cl)ncnc3c2c1` : 2%, 0%, -10%, -17%, -2%, 7%, -6, 34%, -12%
# Listed for `N#CCCn1nc(-c2ccccc2)cc1Nc1ccccc1NC(=O)c1cccs1` : 2%, -1%, -24%, -13%, 2%, ?, 3, 17%, -1%

# Later entries.
SMILES,Pin1 inh,BAZ2B block,JMJD2A Tudor inh,Pol eta inh,GLS inhibitor,G9a inh,PI4K2A block,HP1b binding inh,PGK inhibitor
CC(C)N(Cc1nc2ccccc2c(=O)[nH]1)C(=O)c1ccc(NC(=O)CSc2nnnn2C)cc1,-2%,-6%,-14%,-22%,1%,-13%[59 µM],1,25%,-9%
COc1ccc(-c2ccc(-c3nnn(CC(=O)N4CCOCC4)n3)cc2)cc1,0%,5%,-17%,7%,9%,-6%[59 µM],1,10%,-6%
Cn1c(N)c(C(=O)c2ccc(Oc3ccccc3)cc2)c(=O)n(C)c1=O,-5%,4%,-12%,-13%,-1%,23%[59 µM],5,23%,-2%
Cc1ccccc1-c1nnc(SCCOc2ccc3c(C)cc(=O)oc3c2)o1,9%,1%,0%,-5%,2%,?,-5,19%,3%
CC(=O)c1ccc(N=Nc2c(C)[nH][nH]c2=O)cc1,2%,nt,-22%,0%,5%,nt,-18,-4%,8%
CCOC(=O)N1CCN(C(=O)COC(=O)CNC(=O)c2ccc(OCC)c(OCC)c2)CC1,-5%,7%,-8%,-6%,-2%,?,-1,22%,-3%
CC(NC(=O)CCn1ccc2cc(S(=O)(=O)N3CCCC3)ccc21)c1ccccc1 (stereo not given),-1%,-17%,-8%,-12%,-8%,-7%[59 µM],1,58%[activator],i
CCNC(=S)N(CCN(CC)CC)Cc1cc2cc3c(cc2[nH]c1=O)OCCO3,5%,6%,-27%,-5%,6%,nt,2,31%,5%
CCOC(=O)CCc1c(C)nc2cc(-c3cc(OC)cc(OC)c3)[nH]n2c1=O,-1%,nt,-13%,-15%,1%,9%[59 µM],0,35%,7%
Cc1cccc(N2CCN(C(=O)C3CCC(=O)N(Cc4ccccc4F)C3)CC2)c1C (stereo not given),-11%,-22%,-15%,?,-10%,31%,-2,21%,i
CC1CCC(C(C)C)C(OCC(O)C[N+]2(C)CCCCC2)C1 (stereo not given),-6%,-29%,-11%,8%,16%,50µM*,-3,?,8%
COc1ccccc1NC(=O)NCC1CC1(Cl)Cl (stereo not given),-4%,9%,-2%,6%,5%,13%,-2,-1%,-3%
Cc1cccc(NC2=C(NCCO)C(=O)c3ccccc3C2=O)c1,-1%,20µM*,56µM*,-22%,3%,32µM*,?,20µM*,-11%
O=C(C1CCN(S(=O)(=O)c2ccc(Cl)c(C(F)(F)F)c2)CC1)N1CCC1,-3%,9%,-1%,-7%,0%,23%[59 µM],3,32%,5%
COc1ccc(CN2CCOCC2)cc1,-7%,?,-13%,1%,13%,12%,-12,27%,-7%
COc1ccc(/C=N/NC(=O)c2nc(Cl)c(Cl)c(N)c2Cl)cc1COc1ccccc1F,21%,1%,-5%,?,-7%,-4%[59 µM],5,35%,-8%
CCc1ccc([C@@H]2C[C@H]3CN(Cc4ccccc4OC)C(=O)[C@]34CCCN24)cc1,20%,-16%,-21%,-7%,7%,?,-4,22%,-6%
